Compound activity as filed in PubChem.
RNase H inhibition – RNase H inhibition, HIV 1 Gag Pol polyprotein, FRET biochemical assay, screening (AID 372) | HIV-1 RT RNase H, FRET RNA/DNA substrate fluorescence; higher % means a stronger effect | inhibition, % at 10 µM; hits with a dose series show IC50 in µM | 100,000 compounds, 0.77% hits; in the data active = inhibition above about 50%
Active calls of the source: *.

SMILES | RNase H inhibition
COc1ccc(C(=O)c2oc3ccc4c(C)cc(=O)oc4c3c2C)cc1 | 8%
COc1ccc(C)cc1NS(=O)(=O)c1ccc(NC(C)=O)cc1 | 0%
CC(C)(C)c1cc(C(=O)NCC(=O)OCC(=O)c2ccccc2)cc(C(C)(C)C)c1 | 18%
CCOc1ccc(NC(=O)/C(=C/c2ccc(OC(C)=O)c(OC)c2)NC(=O)c2ccccc2)cc1 | 22%
CCOC(=O)C1=C(O)/C(=C/c2ccc(Cl)cc2)SC1=Nc1cccc2ccccc12 | 15%
COc1ccc(C2=CC(c3cccs3)C=C(c3ccc(OC)cc3)O2)cc1 | 14%
CC(C)c1ccc(/C=N/Nc2nc(-c3ccccc3)cs2)cc1 | 18%
CCOc1ccc(NC(=O)CSc2nc3ccccc3s2)cc1 | 10%
CC(C)OC(=O)/C(C#N)=C/c1ccc(-c2ccc(Br)cc2)o1 | 16%
O=C(/C=C/c1ccc(Cl)cc1)NCC1CCCO1 (configuration not stated) | 0%
O=C(NC(=S)Nc1cc([N+](=O)[O-])ccc1F)c1cccc(F)c1 | 11%
O=C(O)C(Cc1ccccc1)n1c(O)c(/C=C2\C=Nc3ccccc32)sc1=S (configuration not stated) | 14%
COc1ccc(/C=c2\sc3nnc(-c4ccccc4)n3c2=O)c(OC)c1 | 3%
CCOc1cc(/C=C2\SC(=S)N(c3cccc(C)c3C)C2=O)ccc1O | 21%
O=C(Nc1ccc([N+](=O)[O-])cc1)C1C2C3CCC(C3)C12 (configuration not stated) | 13%
Cc1ccc(S(N)(=O)=O)cc1NC(=O)CCCOc1ccc(Cl)cc1Cl | 0%
O=C(Nc1cccc(N2C(=O)C3CCCCC3C2=O)c1)c1ccccc1 (configuration not stated) | 7%
CCOc1cc(C=C2C(=O)NC(=O)NC2=O)cc(Cl)c1OC(=O)c1ccc(OC)cc1 | 10%
CCC(C)NC(=O)/C(=C/c1ccco1)c1ccccc1 (configuration not stated) | 0%
O=C(Nc1cc([N+](=O)[O-])ccc1C(=O)Nc1ccncc1)c1ccccc1 | 14%
N#Cc1ccc(-n2nnc3ccccc32)cc1C#N | 2%
CCN1C(=O)CC(N2CCC(Cc3ccccc3)CC2)C1=O (configuration not stated) | 0%
CC1=C(C(=O)Nc2ccccc2)C(c2ccc(C)o2)C(C#N)=C(SCc2ccccc2)N1 (configuration not stated) | 0%
Clc1ccc(N2CCN(N=Cc3c(Cl)cccc3Cl)CC2)cc1 | 0%
CCOC(=O)C1=C(CC)OC(N)=C(C#N)C1c1cc(Br)ccc1OC (configuration not stated) | 18%
Cc1ccccc1N1C(=O)NC(=O)/C(=C\c2ccc(N3CCCC3)o2)C1=O | 10%
COC(=O)c1cc(C(=O)Nc2ccc(C)c(Cl)c2)cc([N+](=O)[O-])c1 | 12%
C/C(CC(=O)Nc1ccc(Cl)c(C(F)(F)F)c1)=N\NC(=O)c1cnccn1 | 0%
COc1ccc(Oc2c(C(F)(F)F)oc3cc(O)ccc3c2=O)cc1 | 15%
COc1cc(OC)c(OC)cc1/C=N/NC(=O)CSc1nnc(C)n1-c1ccccc1 | 10%
C(=C\c1ccccc1)/C=N/n1cnnc1 | 16%
Cc1cc(OCC(=O)Nc2ccccc2F)ccc1Cl | 0%
CCc1nc(-c2ccccc2)nc(C)c1C | 5%
COc1ccc(OCCOc2ccc(/C=C3\SC(=S)NC3=O)cc2OC)cc1 | 23%
CCOC(=O)NC(Nc1ccc(S(=O)(=O)Nc2onc(C)c2C)cc1)(C(F)(F)F)C(F)(F)F | 6%
COc1cccc(OCCCCOc2ccc3ccccc3c2)c1 | 12%
CCC/C(CC(C)C)=C(/C#N)C(=O)OCC | 5%
CCc1ccc(-n2c(C)cc(/C=N/NC(=O)c3ccncc3)c2C)cc1 | 23%
CCCCCOC(=O)C1=C(C)NC2=C(C(=O)CCC2)C1c1cc(Cl)c(O)c(OC)c1 (configuration not stated) | 6%
O=C(NNc1ccccc1[N+](=O)[O-])c1ccc(-c2ccccc2)cc1 | 2%
CCCCCC(=O)Nc1nnc(Cc2ccccc2)s1 | 3%
CCOc1ccccc1NC(=O)C(=O)NCc1ccccc1OC | 0%
O=C(CSc1cc(Cl)ccc1Cl)Nc1ccccc1Br | 32%
CC(=O)N(C1=C(Cl)C(=O)c2ccccc2C1=O)c1ccc(Cl)cc1 | 32%
COc1ccc(-c2nc3c(n2O)CCC/C3=N\O)cc1OC | 0%
CC(C)(C)Nc1ncnc(NC(C)(C)C)c1[N+](=O)[O-] | 14%
Cc1cc(C)c(O)c(N=Cc2c(O)ccc3ccccc23)c1 | 12%
CCCCCC(=O)NNC(=O)C(c1ccccc1)c1ccccc1 | 5%
CCOC(=O)c1c(NC(=O)c2cccs2)sc2c1CCC2 | 11%
O=c1c2c3n(c4cc(Cl)c([N+](=O)[O-])cc4c-2nn1-c1ccccc1)CCC3 | 12%
(further entries)
SMILES | RNase H inhibition
COc1ccc(Br)cc1/C=C/C(=O)Nc1ccc(C)cc1[N+](=O)[O-] | 41%
N#Cc1cn(-c2ccccc2)nc1-c1cccnc1 | 15%
CCc1ccc(/C=C2/SC(N3CCOCC3)=NC2=O)cc1 | 36%
Cc1ccc2nc3c(cc(C#N)c(=N)n3CCCN3CCOCC3)c(=O)n2c1 | 0%
O=C(N/N=C/c1c(O)ccc2ccccc12)c1cc(Br)cc(Br)c1O | 16%
CCOc1ccc(C(=O)Nc2ccc(O)c(-c3nc4ccccc4o3)c2)cc1[N+](=O)[O-] | 2%
CCN(CC)CCCNC(=O)c1nn2c(c1Cl)NC(c1ccc(C)cc1)CC2C(F)(F)F (configuration not stated) | 12%
COc1ccc2c(c1)/C(=N\OC(=O)c1ccc(OC)c([N+](=O)[O-])c1)CCC2 | 0%
COc1ccccc1C1NC(=O)NC(C)=C1C(=O)OCC1CCCCC1 (configuration not stated) | 13%
CCOc1ccc(/C=C(\NC(=O)c2cc(OC)c(OC)c(OC)c2)C(=O)O)cc1 | 0%
Cc1c(Cl)cccc1N(CC(=O)N1CCN(Cc2ccccc2)CC1)S(=O)(=O)c1ccccc1 | 5%
CC1=NN(C(=O)C(C)C)C(O)(c2ccc(Br)cc2)C1 (configuration not stated) | 0%
O=C(O)c1cccc(NC(=O)c2ccc(Cl)c([N+](=O)[O-])c2)c1 | 0%
O=C(Nc1ccc(Br)cc1F)c1ccc(-c2ccc([N+](=O)[O-])cc2)o1 | 15%
O=C1C2ON(c3ccc(Cl)cc3)C(c3ccc(C(F)(F)F)cc3)C2C(=O)N1Cc1ccccc1 (configuration not stated) | 13%
CCCCOc1ccc(NC(=O)c2cccc(C(F)(F)F)c2)cc1 | 4%
O=C(N/N=C/c1ccc(Br)cc1)c1ccc(Cl)cc1O | 0%
CC(C)Cc1ccc(C(C)C(=O)NC(C)C)cc1 (configuration not stated) | 8%
C=CCc1ccccc1OCC(O)CN1CCN(C(=O)OCC)CC1 (configuration not stated) | 6%
CSc1nnc2c(n1)OC1(Nc3ccccc3-2)C(=O)Nc2ccccc21 (configuration not stated) | 6%
N/C(=N\OC(=O)c1ccc(Cl)c([N+](=O)[O-])c1)c1ccccn1 | 3%
Cc1[nH]n(-c2ccccc2)c(=S)c1C=Nc1c(Br)cc(Br)cc1Br | 40%
CC1=C(C(=O)OC(C)C)C(c2ccc(C)cc2)C2=C(CC(c3ccccc3)CC2=O)N1 (configuration not stated) | 12%
COc1ccc(C2CC(=O)C3=C(C2)NC(C)=C(C(=O)OCC(C)C)C3c2ccc(F)cc2)cc1 (configuration not stated) | 17%
CCN(CC)c1ccc2cc(-c3nnc(NCc4ccccc4)s3)c(=O)oc2c1 | 0%
Cc1ccc(OCCCCN2CCC(C)CC2)cc1 | 0%
CC(Oc1ccc(Cl)cc1Cl)C(=O)Nc1ccc2c(c1)OCO2 (configuration not stated) | 0%
COc1cc2c(cc1NCc1ccncc1)oc1ccccc12 | 6%
COC(=O)/C=C1\S/C(=N\N=C\c2ccc3c(c2)OCO3)NC1=O | 9%
COC(=O)c1ccccc1NC(=O)c1ccc(-c2ccc(Br)cc2)o1 | 44%
Cc1cc(C)c(S(=O)(=O)N2CCc3ccccc32)c(C)c1 | 10%
O=S(=O)(c1cccs1)N1CCC(Cc2ccccc2)CC1 | 15%
O=C1NC(=O)c2ccc3c4c(ccc1c24)CC3 | 2%
CC1=CC(C)(C)NC(=S)N1NC(=O)c1ccccc1 | 10%
COc1ccc(CNC(=O)c2ccc([N+](=O)[O-])o2)cc1 | 0%
CCC/C(O)=C1\C(=O)CC(C)(C)CC1=NCCO | 7%
CC(=O)c1cccc(NC(=O)C2CCCCC2)c1 | 0%
Cc1ccc(CN2CCN(Cc3ccncc3)CC2)cc1 | 1%
CCOc1ccccc1C1C(C#N)=C(N)Oc2c1c(=O)[nH]c1ccccc21 (configuration not stated) | 1%
COc1ccc(OC)c(C2c3cc(OC)c(OC)cc3CCN2C(C)=O)c1 (configuration not stated) | 8%
O=C(Nc1ccc(N2CCOCC2)cc1)c1ccc2c(c1)OCCO2 | 2%
CCOc1cccc(C(=O)Nc2ccc(C(=O)Nc3cccc(-c4nc5ccccc5o4)c3)cc2)c1 | 42%
O=C1CSC(c2ccccc2[N+](=O)[O-])N1Cc1ccccc1 (configuration not stated) | 0%
O=C(N/N=C/C=C/c1ccccc1)C(O)c1ccccc1 (configuration not stated) | 1%
Brc1ccccc1CN1CCN(Cc2cccc(Oc3ccccc3)c2)CC1 | 16%
COC(=O)c1c(C)oc2ccc(OC(=O)c3ccc([N+](=O)[O-])cc3)cc12 | 1%
COc1ccc(-c2ccccc2)cc1NCC1CC=CCC1 (configuration not stated) | 21%
O=C(Cc1ccccc1)N/N=C/C=C/c1ccccc1Cl | 14%
C=CCNC(=O)C(=O)NCc1ccccc1 | 1%
CC(=O)c1cccc(NC(=O)c2ccccc2N(Cc2ccccc2)S(=O)(=O)c2ccccc2)c1 | 21%
The list goes on.
SMILES | RNase H inhibition
CC(=O)Nc1ccc(NC(=O)CCC(=O)NCCO)cc1 | 5%
Cn1c(=O)c2c(nc(NCCc3ccccc3)n2C)n(C)c1=O | 5%
O=C(c1cc([N+](=O)[O-])ccc1F)N1CCN(c2cc(N3CCCCC3)c(F)cc2[N+](=O)[O-])CC1 | 9%
COc1ccc(C(=O)N2c3ccccc3C(N(C(=O)c3cccs3)c3ccccc3)CC2C)cc1 (configuration not stated) | 13%
COc1cnn(C(C)(C)C)c(=O)c1Cl | 0%
CCN(CC)C(=O)C(=O)N/N=C/c1cccc(Br)c1 | 6%
O=C(N/N=C/C(Br)=C/c1ccccc1)c1cc(C2CC2)[nH]n1 | 11%
CCOC(=O)c1sc(NC(=O)CCC2CCCC2)c(C(N)=O)c1C | 6%
CCOC(=O)C1=C(C)N(CCOC)C(=O)/C1=C\c1ccc2c(c1)OCO2 | 7%
CCCCNC(=O)Cn1nc(C(F)(F)F)c(Br)c1C | 5%
Cc1cc(C)c2oc(-c3ccc(NC(=O)c4cccc(Cl)c4Cl)cc3)nc2c1 | 1%
O=C1NC2=Nc3ccccc3NC(c3ccccc3)=C2C(c2ccc(N3CCOCC3)cc2)N1 (configuration not stated) | 0%
Cc1ccc2nc(-c3ccc(NC(=O)c4cccc([N+](=O)[O-])c4C)cc3)oc2c1 | 0%
COc1cc(NC(=O)c2cccnc2)c(Cl)cc1NC(=O)c1ccccc1 | 4%
O=C(NC(=S)Nc1ccc2oc(-c3ccccc3)nc2c1)c1cccc(I)c1 | 13%
O=C(NN=C1CCCC1)c1[nH]c2ccc(Cl)cc2c1-c1ccccc1 | 3%
CC1CCc2c(sc(NC(=O)c3ccccc3Cl)c2C(=O)NCc2ccco2)C1 (configuration not stated) | 10%
CCCC(=O)Oc1c(Cl)cc(N(C(=O)CCC)S(=O)(=O)c2ccc(C)cc2)c(Cl)c1Cl | 16%
NC(=O)c1ccccc1NC(=O)c1cc([N+](=O)[O-])cc([N+](=O)[O-])c1 | 11%
Cc1ccc(-c2nc3ccccc3o2)cc1NC(=O)COc1c(F)c(F)c(C(F)(F)F)c(F)c1F | 14%
COc1cccc(-c2cc(C(=O)Nc3nc4ccccc4s3)c3ccccc3n2)c1 | 13%
CC1=C(C(=O)OCC2CCCO2)C(c2ccc(OCc3ccccc3)cc2)NC(=O)N1 (configuration not stated) | 17%
CCOc1ccc(Nc2nc(-c3sc(NC(=O)CC)nc3C)cs2)cc1 | 17%
O=C(/C=C\Nc1ccccc1Br)c1ccc2c(c1)OCO2 | 13%

Compounds from the list above containing fluorine (13):
SMILES | RNase H inhibition
O=C(NC(=S)Nc1cc([N+](=O)[O-])ccc1F)c1cccc(F)c1 | 11%
C/C(CC(=O)Nc1ccc(Cl)c(C(F)(F)F)c1)=N\NC(=O)c1cnccn1 | 0%
COc1ccc(Oc2c(C(F)(F)F)oc3cc(O)ccc3c2=O)cc1 | 15%
Cc1cc(OCC(=O)Nc2ccccc2F)ccc1Cl | 0%
CCOC(=O)NC(Nc1ccc(S(=O)(=O)Nc2onc(C)c2C)cc1)(C(F)(F)F)C(F)(F)F | 6%
CCN(CC)CCCNC(=O)c1nn2c(c1Cl)NC(c1ccc(C)cc1)CC2C(F)(F)F (configuration not stated) | 12%
O=C(Nc1ccc(Br)cc1F)c1ccc(-c2ccc([N+](=O)[O-])cc2)o1 | 15%
O=C1C2ON(c3ccc(Cl)cc3)C(c3ccc(C(F)(F)F)cc3)C2C(=O)N1Cc1ccccc1 (configuration not stated) | 13%
CCCCOc1ccc(NC(=O)c2cccc(C(F)(F)F)c2)cc1 | 4%
COc1ccc(C2CC(=O)C3=C(C2)NC(C)=C(C(=O)OCC(C)C)C3c2ccc(F)cc2)cc1 (configuration not stated) | 17%
O=C(c1cc([N+](=O)[O-])ccc1F)N1CCN(c2cc(N3CCCCC3)c(F)cc2[N+](=O)[O-])CC1 | 9%
CCCCNC(=O)Cn1nc(C(F)(F)F)c(Br)c1C | 5%
Cc1ccc(-c2nc3ccccc3o2)cc1NC(=O)COc1c(F)c(F)c(C(F)(F)F)c(F)c1F | 14%

Some of the compounds tested (hit frequency here may not be typical).
